Lipid storage S3 = qHTS Assay for Lipid Storage Modulators in Drosophila S3 Cells; lipid storage change, negative = inhibition, % at the top dose, mostly 46.1 µM; hits show Potency in µM; Drosophila S3 cells, BODIPY lipid droplet fluorescence, 18-24 h; cells fed with added oleic acid; 320,000 tested, 0.64% active; AID 2685; active = well fitted inhibition curve with a large enough effect in the signal ratio, with a control signal flat, not every such curve was filed as active; inconclusive = small, poorly fitted or top-dose-only effect, or effect the other way, or a change in a side signal; the % refers to the signal ratio
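Laser-scanning cytometry quantifies lipid droplet accumulation (500–530 nm total intensity; droplet/cell object ratio) in oleic acid-fed (400 uM added) Drosophila S3 cells treated with a concentration series. 20 uM Triacsin C defined 100% inhibition.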
Lipid storage S3 cell count max = also measured in Lipid storage S3; calls as there; cell number change, %; measured here: cell count max response;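 cells counted by Cell Tracker Red CMTPX staining in the red channel; peak over a dose series mostly up to 46.1 µM; percent activity relative to internal control wells on each plate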
An asterisk follows results filed as active; i = inactive; ? = inconclusive; nt = not tested or not shown; & = joins results of further samples; [ ] = dose if it differs, or a comment. % is scaled to controls: 0 for no effect and ±100 for the full control effect; potency is read from the fitted curve at half-maximal effect. Only part of the results is shown; rates above refer to the full screens.

nr	compound	Lipid storage S3	Lipid storage S3 cell count max
1	O=C(CNc1ccc2ccccc2c1)N/N=C/C=C/c1cccc([N+](=O)[O-])c1	-5%	-22
2	Cc1ccc(NC(=O)C2CC2C)c(Cl)c1 (centres undefined)	?	nt
3	c1ccc(-c2nnc(-c3ccco3)n2-c2ccccc2)cc1	-2%	-21
4	O=C1NC2(CCCCC2)C(=O)N1CC(=O)N(Cc1ccccc1)c1ccccc1	?	nt
5	Cc1cc(C)c(OCCCCCn2ccnc2)c(C)c1	?	nt
6	CCOc1ccc(-n2c(=S)sc3c(=O)[nH]c(SCC(=O)NC(C)CC)nc32)cc1 (centres undefined)	?	nt
7	Cc1nn(Cc2ccccc2)c(Cl)c1C(=O)NCc1ccc(C)n1C	?	nt
8	COc1ccc(OC)c2[nH]c(=O)c(CCNC(=O)c3ccc(Br)o3)cc12	?	nt
9	CC(C)n1c(SCc2ccccc2F)nc2c1c(=O)n(C)c(=O)n2C	?	nt
10	Cc1ccccc1NC(=O)COc1cccc2c1CCNC2=O	3%[0.0737 µM]	-7
11	COC(=O)c1sc(N)c(C(=O)OC)c1CSc1nc2sc3c(c2c(=O)n1C)CCC3	9%	-3
12	COCCCn1c(=O)c2ccccc2n(Cc2ccccc2C)c1=O	-7%	-17
13	C#CCN1C(=O)C(O)(CC(=O)c2ccc3c(c2)OCCO3)c2ccccc21 (centres undefined)	i	nt
14	Cc1cc(C)cc(N2C(=O)c3nccnc3C2=O)c1	-9%	-13
15	COc1cccc(NC(=O)CSc2nc3ccccc3c3nc4ccccc4n23)c1	?	nt
16	Cc1cc(Cl)nc(SCC(=O)c2ccccc2)n1	?	nt
17	COc1cccc(NS(=O)(=O)c2ccc3[nH]cc(C(=O)NCCCOC(C)C)c(=O)c3c2)c1	23%	1
18	COc1cccc(NC(=O)C2CCN(S(=O)(=O)c3ccc4[nH]c(=O)ccc4c3)CC2)c1	-16%	-3
19	c1cncc(CN=C2Nc3ccccc3CS2)c1	5%	nt
20	COc1ccc(CCNC(=O)Cc2ccc3c(c2)OCO3)cc1OC	?	nt
21	Cc1ccc(C(=O)N2CCCC(C(=O)c3ccc(Oc4ccccc4)cc3)C2)cn1 (centres undefined)	?	nt
22	COC(=O)c1ccc(OC(=O)C2CC(=O)N(c3ccc(C)cc3C)C2)cc1 (centres undefined)	?	nt
23	COc1cccc(NC(=O)CSc2nnc3ccc(-c4ccncc4)nn23)c1	?	nt
24	Cc1cc(C)c(S(=O)(=O)NCc2cccnc2)cc1C	?	nt
25	CCn1c(=O)cc(OCC(=O)N2CCN(c3ccc(F)cc3)CC2)c2ccccc21	9%	17
26	CC(C)CCNC(=O)c1cccc(C(=O)NCCC(C)C)c1	?	nt
27	CS/C(=C\C(=O)c1ccco1)Nc1ccccc1Cl	15%	-3
28	CC(=Nc1ccccc1C)C1=C(O)CSC1=O	?	nt
29	CCOc1cc(C(=O)O)cc(Cl)c1OC	3%	17
30	CCOc1ccccc1C(=O)Nc1nccs1	19%	-13
31	Cc1csc(=O)n1CC(=O)OCC(=O)Nc1cc(Cl)ccc1[N+](=O)[O-]	i	-21
32	C=CCN1C(=O)/C(=C/c2ccc(OCC(=O)O)cc2)S/C1=N/c1nccs1	?	nt
33	Nc1nonc1-n1nnc(C(=O)N/N=C/c2c[nH]c3ccccc23)c1-c1ccccc1	?	nt
34	O=C(NCCC1CCCCN1S(=O)(=O)c1cccs1)C(=O)Nc1ccc(F)cc1F (centres undefined)	?	nt
35	CC(=O)Nc1nc2n(n1)C(c1ccccc1)C=C(c1ccccc1)N2 (centres undefined)	?	nt
36	CCCCNC(=O)[C@H]1C[C@H]1[C@@H](O)[C@H](CO)NC(=O)[C@H](CC(C)C)NC(=O)OC(C)(C)C	?	nt
37	Cn1c(SCC(=O)c2ccc(O)c(O)c2)nnc1-c1cccs1	0%	17
38	COc1cc(NC(=O)c2ccc3c(c2)OCCO3)ccc1NC(=O)c1ccccc1Cl	?	nt
39	Cc1ccc(S(=O)(=O)Nc2ccc(N3CCCCC3)cc2)cc1	?	nt
40	COc1ccc2c(Cl)c(C(=O)NN)sc2c1	?	nt
41	O=C(Oc1ccc(C(=S)N2CCC(O)CC2)cc1)c1ccc(Cl)cc1	?	nt
42	CC(=O)N1CCn2c3c(c(=O)c4cc(C)ccc42)CCC31 (centres undefined)	?	nt
43	CC(NC(=O)c1ccc2c(=O)n3c(nc2c1)CCC3)c1ccc(S(N)(=O)=O)cc1 (centres undefined)	?	nt
44	CCn1cc(-c2cc(C(F)(F)F)n3nc(C(=O)O)cc3n2)c(C)n1	?	nt
45	Cc1nn(-c2ccccn2)c2c1C(c1ccccc1Cl)C1=C(N2)c2ccccc2C1=O (centres undefined)	?	nt
46	CCn1c(=O)c([N+](=O)[O-])c(Cl)c2ccccc21	?	nt
47	COc1ccc(N2C(=O)CC(Sc3n[nH]c(-c4ccc(C)cc4)n3)C2=O)cc1 (centres undefined)	14%	7
48	C[C@@]12C(=O)N(c3cccc(Cl)c3)C(=O)N1[C@H](c1ccc(Cl)cc1)[C@@H]1C(=O)N(C3CCCCC3)C(=O)[C@@H]12	i	10
49	CCC(C)(C)NC(=O)/C=C/c1cc(OC)c(OC)c(S(=O)(=O)N2CCc3ccccc32)c1	-10%	12
50	Cc1cccc(N2CC(C(=O)Nc3ccc(S(=O)(=O)N4CCCCC4)cc3)CC2=O)c1C (centres undefined)	?	nt
51	Cc1ccc(-n2nnc3c(=O)n(CC(N)=O)cnc32)cc1	?	nt
52	CC(NC(=O)CN1CCC(C(N)=O)CC1)c1ccccc1 (centres undefined)	?	nt
53	CCOC(=O)c1cccnc1SC(CC)C(=O)N1CCOCC1 (centres undefined)	3%	3
54	CCCCCC(=O)c1c(C)[nH]c(C(=O)OCC)c1C	?	nt
55	CCN(c1ccccc1)S(=O)(=O)c1ccc(Cl)c(NC(=O)COC(=O)c2ccc[n+]([O-])c2)c1	i	nt
56	COc1cc(/C=N/NS(=O)(=O)c2ccccc2)c(OC)c(OC)c1	14%	4
57	O=C(Nc1cccc(F)c1)N1CCC(n2c(=O)[nH]c3ccccc32)CC1	?	nt
58	COc1ccc(C(CC(=O)N2CCN(c3ccccc3)CC2)c2c(OC)cc(OC)c3c(-c4ccccc4)cc(=O)oc23)cc1 (centres undefined)	?	nt
59	Nc1nc(SCC(=O)NC2CCCCCC2)[nH]c(=O)c1-c1ccccc1	?	nt
60	C=CCSc1nnc(NC(=O)c2nc(SCC)ncc2Cl)s1	?	nt

(next part)
nr	compound	Lipid storage S3	Lipid storage S3 cell count max
61	CCOC(=O)c1c(CN2CCCCC2)n(C)c2cc(Br)c(OC)cc12	-2%	-11
62	COc1ccc(C(=O)NC2CC2)cc1OC1CCN(C/C=C/c2ccccc2)CC1	?	nt
63	COc1ccc(-c2cc(C(=O)N3CCN(c4ccccc4OC)CC3)no2)cc1	?	nt
64	COc1cc(/C=C2/NC(=O)NC2=O)cc(Br)c1OCc1ccc(C(=O)O)cc1	-3%	-1
65	CCOc1ccccc1NC(=O)CN1C(=O)COc2ccc(S(=O)(=O)N3CCOCC3)cc21	?	nt
66	NC(Cc1ccccc1)C(=O)N1CCCCC1 (centres undefined)	?	nt
67	CCOc1ccccc1N(CC(=O)NC1CCCCC1)C(=O)CNC(=O)c1ccco1	2%	0
68	COC(=O)c1cc2sc(Cl)cc2n1CC(=O)NCC1CCCO1 (centres undefined)	i	nt
69	COc1ccc(NCc2nnc(SCc3ccccc3)n2-c2ccc(OC)cc2)cc1	5%	17
70	COc1cc(NC(=S)N2CCC(C(O)(c3ccccc3)c3ccccc3)CC2)cc(OC)c1	3%	-4
71	Cc1nn(C(C)C(=O)NCCCc2ccccc2)c(=O)c2nn(-c3ccccc3)c(C)c12 (centres undefined)	i	5
72	CC(C)Cn1c(S(=O)(=O)O)nc2ccccc21	12%	18
73	O=C(/C=C/c1ccco1)NC(=S)N1CCCCC1	i	26
74	O=C(Nc1cccc(Cl)c1)c1ccc(F)c(S(=O)(=O)NCc2ccc3c(c2)OCO3)c1	i	nt
75	CNC(=O)c1ccc(-c2ccc(Cl)c(Cl)c2)s1	?	nt
76	O=C(Nc1nc2ccc(S(=O)(=O)N3CCCC3)cc2s1)C1CCCCC1	i	nt
77	O=C(CCc1nc2ccccc2c(=O)[nH]1)NCc1ccccn1	0%	-15
78	CN(C)C(=O)C(NC(=O)c1ccccc1)=C(Cl)Cl	15%	nt
79	COCCN=C1N[C@@H](c2ccccc2)C(C(=O)OC)=C(C)N1Cc1ccccc1	-15%&-10%	-21&-4
80	CNS(=O)(=O)c1cccc(C(=O)OCC(=O)N2CCCC2)c1	i	-9
81	CCc1nc2cc(C)nn2c2nc3ccccc3n12	?	nt
82	O=C(CCNS(=O)(=O)c1ccc(Br)s1)Nc1ccc(Cl)cc1	i	-26
83	Cc1cc(=O)oc2cc(Oc3ncccc3[N+](=O)[O-])ccc12	-1%	14
84	COc1ccccc1NS(=O)(=O)c1cccc(C(=O)N/N=C/c2c(CO)cnc(C)c2O)c1	?	nt
85	CCCCC(NC(=O)Cc1c(C)c2cc3c4c(oc3cc2oc1=O)CCCC4)C(=O)O (centres undefined)	?	nt
86	COc1ccc(-c2cc(C(=O)N3CCN(c4ccccc4F)CC3)c3ccccc3n2)c(OC)c1	3.3µM*	-26*
87	CS(=O)(=O)N1N=C(c2ccccc2)CC1c1ccc2c(c1)OCO2 (centres undefined)	?	nt
88	CCc1ccc2c(c1)C(=O)C(=O)N2CC(=O)Nc1ccc(NC(=O)c2ccccn2)cc1	7%	nt
89	CC(C)=NNc1nc(-c2ccc([N+](=O)[O-])cc2)cs1	?	nt
90	COc1ccc(CNC(=O)c2ccc(CS(=O)(=O)Cc3ccccc3F)o2)cc1	-1%	-20
91	Cc1ccc(-c2nnc(N3CCCCC3)c3ccccc23)cc1S(=O)(=O)N(C)C	11%	-6
92	COc1ccc(C(=O)N/N=C\c2coc3ccccc3c2=O)cc1	13%	10
93	O=c1[nH]c2ccc(S(=O)(=O)N3CCN(C4CCCCC4)CC3)cc2[nH]c1=O	?	nt
94	Cc1noc(C)c1CCC(=O)NC1CCCN(Cc2ccc(Cl)cc2)C1 (centres undefined)	-26%	-1
95	COc1cc(C2C(=O)c3ccccc3C2=O)ccc1O	?	nt
96	CNC(=O)COC(=O)c1ccc(-c2nc3ccccc3s2)s1	?	nt
97	CC(=O)N1CCN(c2ccc(NC(=O)c3ccc(Br)o3)cc2Cl)CC1	-8%	-1
98	Cc1cccc(N2C(=O)CC(N3CCN(c4cccc(C(F)(F)F)c4)CC3)C2=O)c1 (centres undefined)	?	nt
99	CCc1sc(C(=O)Nc2cccc(C(C)=O)c2)cc1C	10%	17
100	O=C(c1ccccc1NS(=O)(=O)c1ccc(Br)s1)N1CCOCC1	i	nt

7 entries out of the list, sorted by number of heavy atoms, lowest first:
nr	compound	Lipid storage S3	Lipid storage S3 cell count max
20	COc1ccc(CCNC(=O)Cc2ccc3c(c2)OCO3)cc1OC	?	nt
94	Cc1noc(C)c1CCC(=O)NC1CCCN(Cc2ccc(Cl)cc2)C1 (centres undefined)	-26%	-1
32	C=CCN1C(=O)/C(=C/c2ccc(OCC(=O)O)cc2)S/C1=N/c1nccs1	?	nt
91	Cc1ccc(-c2nnc(N3CCCCC3)c3ccccc23)cc1S(=O)(=O)N(C)C	11%	-6
45	Cc1nn(-c2ccccn2)c2c1C(c1ccccc1Cl)C1=C(N2)c2ccccc2C1=O (centres undefined)	?	nt
71	Cc1nn(C(C)C(=O)NCCCc2ccccc2)c(=O)c2nn(-c3ccccc3)c(C)c12 (centres undefined)	i	5
58	COc1ccc(C(CC(=O)N2CCN(c3ccccc3)CC2)c2c(OC)cc(OC)c3c(-c4ccccc4)cc(=O)oc23)cc1 (centres undefined)	?	nt

Further compounds follow.
nr	compound	Lipid storage S3	Lipid storage S3 cell count max
101	O=C(CSc1nnc(-c2ccccc2)n1-c1ccc(Cl)cc1)N/N=C/c1ccccc1C(=O)O	26%	nt
102	COc1ccc(-n2cc(CN(C)Cc3n[nH]c(=O)[nH]3)c(-c3cccc(F)c3)n2)cc1	17%	-2
103	CC(=O)N1CCN(C(=S)NC(=O)c2c(-c3ccccc3Cl)noc2C)CC1	?	nt
104	COc1ccccc1N(C)S(=O)(=O)c1ccc(C(=O)OCC(=O)NCCC2=CCCCC2)cc1	-9%	-21
105	CCC(=O)NC(=S)Nc1ccc(NC(=O)c2ccco2)c(OC)c1	-18%	4
106	CCC(C)(C)n1nnnc1C(C(C)C)N(Cc1cccnc1)Cc1ccco1 (centres undefined)	-17%	-11
107	CCC(=O)N(Cc1cc(=O)[nH]c2ccccc12)C1CCCCC1	15%	4
108	COc1ccc2[nH]cc(C(=O)CN3CCN(C(=O)c4ccco4)CC3)c2c1	-1%	-10
109	O=C(NCCCN1CCOCC1)c1ccc2c(=O)n(Cc3cccc(Br)c3)c(=S)[nH]c2c1	?	nt
110	COc1cc(OC)cc(C(=O)OCCCOC(=O)c2cc(OC)cc(OC)c2)c1	?	nt
111	Cc1cc(C(=O)NN=C2CCCCCC2)c(C)o1	?	nt
112	COC(=O)c1c(NC(=S)NNS(=O)(=O)c2ccc(OC)cc2OC)sc2c1CCCCCC2	2%	-9
113	COc1ccc(/C=N/Nc2nccnc2Cl)cc1	8%	-10
114	O=C(Nc1cccc(Cl)c1)c1ccc(NCCCN2CCOCC2)c([N+](=O)[O-])c1	0%	-8
115	O=[N+]([O-])c1ccc2nc(-c3ccccc3)n(OCc3ccc(Cl)cc3)c2c1	7%	4
116	CN(Cc1cnccn1)C(=O)C1CCC(=O)N(CCc2ccc(Cl)cc2)C1 (centres undefined)	i	-6
117	CCS(=O)(=O)c1nc2ccccc2n1CC(=O)N1CCCCC1	6%	3

High-throughput results as filed in PubChem.
